# 697 NFkB inh: lowers PMA/ionomycin-induced NF-kB signal in 697 B cells; 697 B-cell NF-kB luciferase reporter, 16 h; inhibition, % at 4 µM; 0.33% of 330,000 active; in the data active = inhibition above about 35%
# Mdm2 MdmX PPI: inhibitors of human Mdm2/MdmX interaction; inhibition, % at 8 µM; 3% of 330,000 active; AID 485346; SaOS-2 split-luciferase Mdm2/MdmX complementation, luminescence;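 active = inhibition of at least 50% at 8 µM in the primary screen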
# Target sequence (O15151 whole entry, looked up): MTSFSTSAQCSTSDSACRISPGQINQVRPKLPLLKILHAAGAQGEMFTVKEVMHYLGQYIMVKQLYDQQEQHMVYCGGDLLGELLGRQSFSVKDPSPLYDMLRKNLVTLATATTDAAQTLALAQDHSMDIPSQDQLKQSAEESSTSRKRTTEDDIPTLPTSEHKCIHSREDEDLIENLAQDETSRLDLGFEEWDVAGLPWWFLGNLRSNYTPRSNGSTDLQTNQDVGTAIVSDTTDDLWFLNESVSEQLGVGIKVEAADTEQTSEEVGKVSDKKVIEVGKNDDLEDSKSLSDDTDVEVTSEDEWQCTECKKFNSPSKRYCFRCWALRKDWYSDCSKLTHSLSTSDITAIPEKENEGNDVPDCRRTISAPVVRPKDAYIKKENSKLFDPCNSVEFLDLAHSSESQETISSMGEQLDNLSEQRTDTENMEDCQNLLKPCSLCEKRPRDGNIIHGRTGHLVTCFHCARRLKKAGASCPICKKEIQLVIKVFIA
# Target sequence (Q00987 whole entry, looked up): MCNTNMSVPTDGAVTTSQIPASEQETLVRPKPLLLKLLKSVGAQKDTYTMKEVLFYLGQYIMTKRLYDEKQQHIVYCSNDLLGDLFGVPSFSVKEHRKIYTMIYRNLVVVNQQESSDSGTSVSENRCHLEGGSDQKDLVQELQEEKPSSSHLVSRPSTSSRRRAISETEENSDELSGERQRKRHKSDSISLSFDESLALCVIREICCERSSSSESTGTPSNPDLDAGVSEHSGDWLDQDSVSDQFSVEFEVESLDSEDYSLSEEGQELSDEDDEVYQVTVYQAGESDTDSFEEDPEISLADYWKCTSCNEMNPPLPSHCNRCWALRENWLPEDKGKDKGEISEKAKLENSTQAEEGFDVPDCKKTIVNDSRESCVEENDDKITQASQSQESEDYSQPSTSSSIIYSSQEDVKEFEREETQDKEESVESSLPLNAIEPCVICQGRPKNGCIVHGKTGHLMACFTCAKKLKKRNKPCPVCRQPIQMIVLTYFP
# tim10-1 inh: inhibits growth of tim10-1 mutant yeast; AID 463190; 2.2% of 330,000 active; S. cerevisiae tim10-1 ts strain growth, BacTiter-Glo, 24 h; inhibition, % at 20 µM;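 active = inhibition of at least 40%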;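 also: mutant grown at 25 °C; 0% = DMSO wells with yeast and 100% = wells holding no yeast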
# Jurkat NFkB inh: inhibitors of the PMA/ionomycin-induced NF-kB reporter in Jurkat cells. PMA/ionomycin-induced NF-kB luciferase reporter, luminescence. inhibition, % at 4 µM. 0.53% of 330,000 active; in the data active = inhibition above about 50%
# XBP1 UPR activ: activators of adaptive arm of unfolded protein response (XBP1); CHO-XBP1 luciferase reporter, IRE1-XBP1 UPR activation, luminescence; percent of tunicamycin response, DMSO as zero; activation, % at 20 µM; 0.33% of 330,000 active; AID 463104;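 active = versus positive control, 20 µM dose yields 30% or more activation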;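 also: 100% = tunicamycin at 10 µg/mL and 0% = DMSO only wells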
#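 Material: CHO cell line with stable XBP1 luciferase reporter; schedule: 16-18 h cell attachment at 37 °C, then 6 h compound exposure; signal: glow luminescence from Steady-Glo reagent; medium: serum-containing F12 medium, 10% FBS; benchmarks: tunicamycin 10 µg/mL and vehicle-only wells; read-out: percent activation relative to tunicamycin reference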
# CHOP UPR activ: apoptotic UPR (CHOP) activation. CHO-CHOP luciferase reporter, luminescence; percent of tunicamycin response over DMSO baseline. activation, % at 10 µM. 0.34% of 330,000 active. AID 449763;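 active = at 10 µM dose, activation of 40% or more, normalized to positive control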;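 also: 100% = tunicamycin at 10 µg/mL and 0% = DMSO alone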
#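 Assay system: CHO-CHOP cells, stable luciferase reporter of PERK-eIF2a-CHOP signalling / Buffer or medium: F12 plus 10% serum / Compound dosing: one dose, 10 µM in 0.5% DMSO / Times: 6 h compound treatment, 37 °C / Technique: luciferase luminescence / Read-out: % reporter activation, DMSO baseline versus tunicamycin full activation / Benchmarks: tunicamycin and DMSO controls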
# tim23-1 inh: growth inhibitors of tim23-1 mutant yeast; S. cerevisiae tim23-1 growth, BacTiter-Glo luminescence, 24 h; inhibition, % at 20 µM; 1.3% of 330,000 active; AID 463212;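 active = growth inhibition of the mutant yeast at or above 50%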;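 also: temperature-sensitive mutant grown at 25 °C; plate controls were DMSO-treated mutant yeast for no effect and medium wells lacking yeast for full effect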
# TIM10 inh: TIM10 yeast growth inhibition; S. cerevisiae TIM10 strain growth, BacTiter-Glo luminescence, 24 h; inhibition, % at 10 µM; 1.4% of 330,000 active; AID 463195;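 active = inhibition of 40% or more at the single tested concentration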;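 also: wild-type TIM10 isogenic control strain grown at permissive 25 °C; 0% = DMSO yeast wells and 100% = minimal medium wells without yeast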
# * hit, by the source's call; x = not tested or not shown.
SMILES,697 NFkB inh,Mdm2 MdmX PPI,tim10-1 inh,Jurkat NFkB inh,XBP1 UPR activ,CHOP UPR activ,tim23-1 inh,TIM10 inh
CCCCCC1CCC(c2n[nH]c(=S)n2C)CC1 (stereo not drawn),-7,-10,25,2,1,-1.0,23,-7
CCOc1cc(S(=O)(=O)NC2CC(C)(C)NC(C)(C)C2)ccc1F,15,19,10,9,-1,-2.8,8,2
Cc1ccc2c(c1)n([O-])c1c([n+]2=O)CCCC1,11,17,-1,1,-2,-0.5,14,-1
CNc1nnc(-c2cccc(N(C)C)c2)s1,-17,-44,-11,-27,2,2.1,-2,9
Cc1cccc(C)c1OCc1nnc(SCC(=O)Nc2cccc(C(=O)N3CCOCC3)c2)n1C,2,53*,5,2,-1,-2.1,-5,13
O=C(NCc1ccc2c(c1)OCO2)c1ccc(-c2ccc(Cl)cc2)o1,-13,-4,19,-13,-2,-1.9,55*,33
COc1ccccc1OCCNC(=O)CNC(=O)c1ccc2c(c1)OCO2,13,20,1,8,-3,0.8,12,0
Cn1nc(C(=O)N2CCCc3ccccc32)c2ccccc2c1=O,-3,-5,6,-2,-3,0.6,17,13
CC(C)(C)c1ccc(C2CC2C(=O)N/N=C\c2cc3ccccc3nc2Cl)cc1 (stereo not drawn),-55,7,22,2,-2,-2.7,8,8
COc1cc(/C=N/NC(=O)c2ccncc2)ccc1OC(=O)c1cccc(Br)c1,24,1,12,0,3,1.8,25,1
Cc1ccc(CN2CCN(Cc3ccc(-n4cccn4)cc3C)CC2CCO)cc1 (stereo not drawn),-36,0,12,4,1,-0.4,21,-7
CN(C)c1ccc(C(O)P(=O)(OCc2ccccc2)c2ccc(N(C)C)cc2)cc1 (stereo not drawn),-16,17,18,-5,-5,-0.5,17,-12
COc1ccccc1N=Cc1nc(-c2ccccc2)oc1OC(C)=O,-10,12,52*,-15,2,-1.3,45,32
COc1cccc(C(c2c(C)[nH]n(-c3ccccc3)c2=O)c2c(C)[nH]n(-c3ccccc3)c2=O)c1O,0,6,25,2,-5,-0.8,41,33
CCOC(=O)c1ccc(NC(=O)CCOc2ccc(OC)cc2)cc1,2,-5,3,7,-1,0.6,21,-2

# Continued; the last 2 above are carried over.
SMILES,697 NFkB inh,Mdm2 MdmX PPI,tim10-1 inh,Jurkat NFkB inh,XBP1 UPR activ,CHOP UPR activ,tim23-1 inh,TIM10 inh
COc1cccc(C(c2c(C)[nH]n(-c3ccccc3)c2=O)c2c(C)[nH]n(-c3ccccc3)c2=O)c1O,0,6,25,2,-5,-0.8,41,33
CCOC(=O)c1ccc(NC(=O)CCOc2ccc(OC)cc2)cc1,2,-5,3,7,-1,0.6,21,-2
COc1ccc(N=C2NC(=O)/C(=C/c3ccco3)S2)cc1,-14,20,-15,-1,5,4.4,0,7
CCC(=O)n1nc(-c2ccco2)nc1SCc1ccccc1,18,-2,12,-9,5,4.3,33,32
COc1cc(NC(=O)C2CCCN(S(=O)(=O)c3cccc4nsnc34)C2)cc(OC)c1 (stereo not drawn),14,0,18,-6,-4,-1.3,5,6
COc1ccc(Cl)cc1NS(=O)(=O)c1cccc(C(=O)NC2CC2)c1,21,0,10,8,0,-0.4,10,4
Cc1sc2ncnc(SCC(=O)N3c4ccccc4Sc4ccc(Cl)cc43)c2c1C,4,12,22,3,-1,0.0,19,6
Cn1c(C2=C(O)CN(c3ccccc3)C2=N)nc2ccccc21,4,-13,-9,6,-3,1.1,-3,-3
O=C(Nc1ccccc1F)c1ccc(Cn2cc(Cl)cn2)cc1,17,-19,27,-25,4,0.4,18,21
O=C(NCCCN1CCOCC1)c1ccc(CS(=O)(=O)Cc2ccccc2Cl)o1,3,10,3,-15,0,-1.8,16,-4
C=CCN(C(=O)c1csnn1)C(C(=O)NC1CCCC1)c1ccc(Cl)cc1 (stereo not drawn),16,6,27,10,-5,2.4,20,5
CCN(CC)C(=O)CSc1nnc(CNc2ccc(F)cc2)o1,-1,10,5,13,-1,0.3,-3,-5
O=C(SCC(O)C(O)CS)c1cccs1 (stereo not drawn),-6,-31,14,-11,4,-2.6,21,7
CC(O)CCc1ccc(O)cc1 (stereo not drawn),-2,4,5,7,2,-2.3,7,-1
CC[C@]12c3[nH]c4ccc(Cl)cc4c3CCN1C(=O)[C@@H](CC(=O)NCc1cccc(C(F)(F)F)c1)C[C@@H]2C(=O)N1CCN(C(=O)c2ccco2)CC1,1,58*,12,x,5,11,35,4
Cc1ccc(N2CCN(/N=C/c3c(C)nn(-c4ccccc4)c3Cl)CC2)cc1,9,26,10,6,-2,-0.6,5,7
O=C(O)C[C@H]1c2ccccc2S(=O)(=O)N1C1CCCC1,14,-1,-20,3,3,-0.6,-8,4
CNc1cnn(-c2ccccc2)c(=O)c1Cl,-16,10,-6,-6,-1,2.1,30,0
COc1ccc(Cn2nnnc2C(c2cc3ccc(OC)cc3[nH]c2=O)N2CCCCCC2)cc1 (stereo not drawn),1,-17,19,-4,-2,-0.4,19,6
COc1ccc(Cc2nc3ccc(C(=O)N4CCC[C@H]4CO)cc3o2)cc1,-4,14,-12,31,-3,2.2,-2,-1
NC(=O)CN(N=Nc1cccc([N+](=O)[O-])c1)c1cccc([N+](=O)[O-])c1,1,22,16,17,0,1.1,2,26
C[C@@H]1CN([C@@H](C)CO)C(=O)c2cc(NC(=O)Nc3ccccc3)ccc2O[C@H]1CN(C)C(=O)Nc1cccc2ccccc12,4,17,-1,3,-2,1.8,0,4
Cc1cccn2cc(-c3ccc(NC(=O)Cc4ccccc4)cc3)nc12,-28,27,-2,-1,-3,1.4,8,-5
Cc1ccc(-n2nc3c(=S)[nH]nc(C)c3c2C)cc1,14,25,18,17,4,0.8,8,6
COC(=O)C1=C(N)Oc2cc(C)[nH]c(=O)c2C1c1cc(OC)c(OC)c(OC)c1 (stereo not drawn),-1,3,5,9,0,-0.7,13,0
O=C(Nc1cccc(O)c1)c1ccc(NC(=O)c2cccs2)cc1,-19,-24,8,-34,3,4.5,18,14
COC(=O)c1cc(C#N)c(OC)nc1C,-2,12,5,1,-3,0.0,6,4
CCN(CC)S(=O)(=O)c1cccc(NC(=O)CCNC(=O)NC23CC4CC(CC(C4)C2)C3)c1,-12,25,21,1,0,-0.3,10,10
OC(CN1CCN(c2ccccn2)CC1)Cn1c2ccc(Cl)cc2c2cc(Cl)ccc21 (stereo not drawn),-3,39,47*,-6,0,-0.1,55*,-28
C/C(CC1(O)C(=O)N(Cc2ccccc2)c2ccccc21)=N\O (stereo not drawn),-1,4,28,-19,0,-2.9,5,1
Cc1c(Br)cc(-c2nnco2)cc1Br,11,3,15,1,0,-1.6,-9,7
CCCN1CCN(CCCNC(=O)C2CCN(c3nnc(-n4cccc4)s3)CC2)CC1,16,-10,7,-17,-4,-0.7,7,-8

# Limited to XBP1 UPR activ and TIM10 inh, for some of the entries so far:
smiles | XBP1 UPR activ | TIM10 inh
Cc1ccc(-n2nc3c(=S)[nH]nc(C)c3c2C)cc1 | 4 | 6
COC(=O)C1=C(N)Oc2cc(C)[nH]c(=O)c2C1c1cc(OC)c(OC)c(OC)c1 (stereo not drawn) | 0 | 0

# (continued)
SMILES,697 NFkB inh,Mdm2 MdmX PPI,tim10-1 inh,Jurkat NFkB inh,XBP1 UPR activ,CHOP UPR activ,tim23-1 inh,TIM10 inh
COc1ccc(CNC(=O)CCC(=O)Nc2nnc(C(F)(F)F)s2)cc1,11,19,15,7,-3,-1.0,9,6
O=C(O)c1cc2nc(-c3ccc(F)cc3)cc(C(F)(F)F)n2n1,-1,-7,-1,6,-3,0.0,2,2
CC(Sc1nc2ccccc2s1)C(=O)N1CCOCC1 (stereo not drawn),-21,-10,9,-48,8,1.1,4,-6
COc1ccccc1Nc1c([N+](=O)[O-])cc(C)cc1[N+](=O)[O-],-20,1,-1,-5,1,0.7,-6,-19
CCOc1ccc(-c2nc(N)ncc2-c2ccccc2OC)c(O)c1,18,11,17,0,-1,-0.3,37,14
COc1ccc(-c2nc3nc(C)cc(=O)n3[nH]2)cc1,-12,-6,-2,3,3,-2.6,0,4
CCOC(=O)c1c(NC(=O)C2CCCCC2)sc2c1CCN(C(C)C)C2,-25,5,7,-16,-2,-1.1,-2,0
Cc1ccc(S(=O)(=O)N2CCC(C(=O)N3CCC(C(=O)NCc4cccnc4)CC3)CC2)cc1,-19,5,-1,-1,1,0.3,6,-2
O=C(NCCCN1CCOCC1)C1CC(=O)N(CCc2ccccc2)C1 (stereo not drawn),3,-10,3,9,-4,-0.4,0,1
Cc1cnc(NC(=O)c2cccc(S(=O)(=O)N3CC(C)OC(C)C3)c2)s1 (stereo not drawn),17,26,16,5,-2,-0.4,16,18
CCN(c1ccccc1)S(=O)(=O)c1ccc(N2CCN(c3ccc(OC)cc3)CC2)nc1,-21,3,-1,-9,-3,3.9,5,11
CCCN(CC(=O)Nc1ccccc1C)C(=O)C1CCN(C(=O)Nc2ccccc2)CC1,11,12,12,-5,-4,0.9,6,5
Cc1cc2nc(N3C(=O)CNC3=S)sc2cc1C,-201,-14,12,-49,0,-0.2,27,26
COc1ccc(C(=O)N/C(=C\c2cn(C)c3ccccc23)C(=O)N2CCN(C)CC2)cc1,-1,9,-9,6,-2,-1.0,2,7
COc1ccc(NC(=O)N2CCC(O)(c3cccnc3)CC2)c(OC)c1,-8,27,3,2,-1,-1.6,2,2

# One compound at a time, from the list above. Order of screens: 697 NFkB inh | Mdm2 MdmX PPI | tim10-1 inh | Jurkat NFkB inh | XBP1 UPR activ | CHOP UPR activ | tim23-1 inh | TIM10 inh
# O=C(NCc1ccc2c(c1)OCO2)c1ccc(-c2ccc(Cl)cc2)o1 as listed: -13 | -4 | 19 | -13 | -2 | -1.9 | 55* | 33
# COc1cc(NC(=O)C2CCCN(S(=O)(=O)c3cccc4nsnc34)C2)cc(OC)c1 (stereo not drawn) as listed: 14 | 0 | 18 | -6 | -4 | -1.3 | 5 | 6
# COc1ccc(Cc2nc3ccc(C(=O)N4CCC[C@H]4CO)cc3o2)cc1 as listed: -4 | 14 | -12 | 31 | -3 | 2.2 | -2 | -1
# COc1cccc(C(c2c(C)[nH]n(-c3ccccc3)c2=O)c2c(C)[nH]n(-c3ccccc3)c2=O)c1O as listed: 0 | 6 | 25 | 2 | -5 | -0.8 | 41 | 33
# CC(O)CCc1ccc(O)cc1 (stereo not drawn) as listed: -2 | 4 | 5 | 7 | 2 | -2.3 | 7 | -1

# Source: PubChem (Sanford-Burnham Center for Chemical Genomics)
